Assay outcomes as filed in PubChem.
pAkt inh: HTS Assay for Inhibitors of Akt Phophorylation: Primary Screen. Neuro2A IGF-stimulated pAkt S473 HTRF, 20 min; hits give low values. activity change, % for hits at 50 µM. actives 0.32% (n = 360,000); in the data active = activity change below about -80%; inconclusive = mostly about -51% to -80%; note: % is set by controls: 0 for no effect and ±100 for the full control effect
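Neuro2A cells in DMEM with 0.5% FBS, overnight at 37 deg C, given compound at single 50 µM final, then IGF (6 nM final) for 20 min at 37 deg C. Lysed; phospho-Akt Ser473 by HTRF after 24 h, 665/615 ratio.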
PTHR1 agonist: qHTS for PTHR1 Agonists: Primary Screen. HEK293 GP2 PTHR1 cells, GloSensor cAMP luminescence, 1 h. Parathyroid hormone/parathyroid hormone-related peptide receptor (Homo sapiens), Q03431. AID 743266, 2014. actives 0.075% (n = 410,000). Potency, µM (top dose mostly 115 µM), inactives show at the top dose activation, hits mostly activators; note: potency is the fitted concentration of half-maximal effect; nearly all actives have a fitted effect of over 55% in size; some results filed as inactive show a strong effect at the top dose; inactives centre near -15; many of its hits are not listed in these tables
Target sequence (Q03431 whole entry, looked up): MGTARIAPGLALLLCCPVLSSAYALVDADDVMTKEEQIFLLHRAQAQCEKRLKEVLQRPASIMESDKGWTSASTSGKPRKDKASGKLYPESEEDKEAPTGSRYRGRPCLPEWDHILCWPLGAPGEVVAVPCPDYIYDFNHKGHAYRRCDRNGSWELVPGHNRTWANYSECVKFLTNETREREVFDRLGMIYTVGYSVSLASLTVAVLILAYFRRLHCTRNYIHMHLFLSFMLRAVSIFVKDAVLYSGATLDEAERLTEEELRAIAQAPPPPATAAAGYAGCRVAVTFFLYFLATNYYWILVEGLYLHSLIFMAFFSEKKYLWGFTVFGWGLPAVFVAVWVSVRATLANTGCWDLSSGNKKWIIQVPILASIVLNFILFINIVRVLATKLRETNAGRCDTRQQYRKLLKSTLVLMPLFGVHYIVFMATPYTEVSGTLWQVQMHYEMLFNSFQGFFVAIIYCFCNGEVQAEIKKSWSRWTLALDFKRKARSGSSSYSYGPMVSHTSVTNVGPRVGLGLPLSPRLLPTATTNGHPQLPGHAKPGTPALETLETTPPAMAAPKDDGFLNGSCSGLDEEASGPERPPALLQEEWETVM
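HEK-293-derived GP2 cells expressing PTHR1 and a GloSensor cAMP reporter, 3,000/well, plated overnight, given luciferin plus IBMX (each 0.5 mM as added) for 1 h at 37 °C, then compound for 1 h at 37 °C. Luminescence was read after 15 min at room temperature.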
TDP-43 yeast inh: qHTS of TDP-43 Inhibitors | Potency, µM (top dose mostly 46.1 µM), for inactives: top-dose growth rescue (activation), actives largely listed as activators | actives 1.8% (n = 410,000) | AID 652104, 2013 | TDP-43 expressing yeast growth rescue, BacTiter-Glo, 24 h; note: potency is the fitted concentration of half-maximal effect; % of control where 0% means no effect; nearly all actives have a fitted effect of over 50% in size
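Cell-based yeast growth screen: TDP-43 expression induced in galactose, inoculum OD600=0.02 after raffinose pregrowth to mid-log. Read-out BacTiter-Glo luminescence at 24 hr, 30 deg C; inhibition of toxicity seen as signal increase.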
aSyn yeast inh: qHTS of alpha-syn Inhibitors; actives 0.14% (n = 370,000); Potency, µM (doses to about 46.1 µM), for inactives: at the top dose growth rescue (activation), usual class: activators; Yeast expressing alpha-synuclein, growth rescue, BacTiter-Glo, 24 h; note: potency is the fitted concentration of half-maximal effect; % of control where 0% means no effect; nearly all actives have a fitted effect of over 65% in size
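Screening used galactose-induced yeast with toxic alpha-synuclein levels, exposed to compound for 24 hr at 30 deg C. Cell growth, read with BacTiter-Glo luminescence, gave the measured signal.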
DRD3 antagonist: qHTS of D3 Dopamine Receptor Antagonist: qHTS; max response, negative = inhibition, %; D(3) dopamine receptor (Homo sapiens), P35462; actives 2.5% (n = 360,000); D3R cells, DiscoveRx beta-arrestin luminescence, antagonist mode; hits give low values; in the data active = max response below about -50%; inconclusive = no clear call, values can overlap the other calls; note: % is set by controls: 0 for no effect and ±100 for the full control effect; mostly tested at two doses, the higher about 12 µM
Target sequence (P35462 whole entry, looked up): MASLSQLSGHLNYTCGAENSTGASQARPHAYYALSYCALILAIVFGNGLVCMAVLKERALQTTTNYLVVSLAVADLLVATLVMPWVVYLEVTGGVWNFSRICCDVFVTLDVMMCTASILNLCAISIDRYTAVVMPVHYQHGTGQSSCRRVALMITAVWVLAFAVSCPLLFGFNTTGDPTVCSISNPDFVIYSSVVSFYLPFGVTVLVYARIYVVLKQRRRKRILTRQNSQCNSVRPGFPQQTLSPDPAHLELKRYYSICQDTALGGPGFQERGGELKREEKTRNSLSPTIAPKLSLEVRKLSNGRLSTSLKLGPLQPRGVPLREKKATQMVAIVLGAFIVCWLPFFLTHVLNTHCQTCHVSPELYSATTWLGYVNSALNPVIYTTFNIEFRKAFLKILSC
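Cells plated overnight at 1500 cells/well, then exposed to library compounds with dopamine controls for 90 minutes at 37 degrees C. DiscoveRx reagent added for 30–60 minutes at room temperature; luminescence read, quantitative HTS format.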
GLP1R inv ag: qHTS of GLP-1 Receptor Inverse Agonists (Inhibition Mode). Glucagon-like peptide 1 receptor (Homo sapiens), P43220. HEK293 GLP-1R CRE-luciferase, luminescence, 24 h; GLP-1R form is constitutively active. Potency, µM (top dose mostly 38.3 µM), inactives show at the top dose activity change, negative = inhibition, actives largely listed as inhibitors. actives 1.6% (n = 410,000); note: potency is the fitted concentration of half-maximal effect; % is set by controls: 0 for no effect and ±100 for the full control effect; nearly all actives have a fitted effect of over 55% in size
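Inverse agonism was detected as reduced cAMP-driven luciferase luminescence after 24 h compound treatment. The cells were HEK293 clones expressing constitutively active human GLP-1R with the reporter. Reporter-only and GPR119 cell lines served as counterscreen controls.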
Abeta yeast res: qHTS for compounds that reverse cellular toxicity of Amyloid beta (A-beta) peptide in yeast: Primary Screen | actives 0.063% (n = 410,000) | yeast expressing A-beta42, growth rescue, OD600, 48 h; response scale: 0% DMSO, 100% iron-clioquinol control | AID 1347071, 2019 | Potency, µM (series often up to 46.1 µM), without a hit: at the highest dose growth rescue, actives largely listed as activators; note: potency is the fitted concentration of half-maximal effect; nearly all actives have a fitted effect of over 55% in size
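Yeast A-beta toxicity model in growth medium with pinned compounds, 48 h at 30 C; growth read as absorbance at 600 nm. Normalized to FeCl3/clioquinol equimolar mix (positive) and DMSO (negative).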
FUS yeast rescue: qHTS for Suppressors of FUS Proteinopathy: Primary screen using FUS-linked yeast assay. S. cerevisiae FUS-expressing, growth rescue, OD600, 24 h. Potency, µM (series often up to 76.6 µM), inactives show at the top dose growth rescue (activation), most hits filed as activators. actives 0.24% (n = 390,000);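 note: potency is the fitted concentration of half-maximal effect; plate controls were DMSO vehicle for no effect and reference control for full effect; nearly all actives have a fitted effect of over 55% in size; some results filed as inactive show a strong effect at the top dose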
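Steps: raffinose overnight preculture; dilution to OD 0.005 in 2% galactose minimal medium; compound addition (concentration series); 24hr at 30C, 99% humidity; absorbance read at 600 nm.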
GLP-1R agonist: qHTS of GLP-1 Receptor Agonists; HEK293 GLP-1R CRE-luciferase, luminescence, 4-6 h; cells express a hypersensitive GLP-1R form; actives 0.007% (n = 380,000); Potency, µM (titrated, usually from 45.6 µM), inactives show at the highest dose activation, hits mostly activators; AID 624172, 2012; note: potency is the fitted concentration of half-maximal effect; % of control where 0% means no effect
Numbers without * were called inactive; i = inactive; ? = inconclusive; . = not tested or not shown; [ ] = dose if it differs, or a comment. Unless noted, calls come from the whole dose curve; as a rule, active = well fitted curve in the direction sought with a large enough effect; inconclusive = small, poorly fitted or top-dose-only effect, or another doubt; inactive = no such curve, though single readings can be large; an effect the other way counts as inactive or inconclusive. Not all compounds are listed (hit frequency here may not be typical).

item | molecule | pAkt inh | PTHR1 agonist | TDP-43 yeast inh | aSyn yeast inh | DRD3 antagonist
1 | Cc1c(Nc2nc3ccccc3n3cnnc23)cccc1[N+](=O)[O-] | i | 0% | 11% | -2% | -13
2 | Cc1cc(/C=C2/C(=N)N3C(=NC2=O)SN=C3S(C)(=O)=O)c(C)n1-c1ccc(F)cc1 | i | -39%[inhibitor] | 4% | 4% | 1
3 | COc1ccc(C(=O)N2CCCC(c3cc(C(=O)NCc4ccccc4)no3)C2)cc1 (configuration not stated) | i | -13% | 25% | 0% | 20
4 | COc1ccc(S(=O)(=O)N[C@@H](Cc2ccccc2)C(=O)N2CC[C@@]3(O)CCCC[C@H]3C2)cc1 | i | i | -12% | -1% | 1
5 | Cn1c(SCC(=O)Nc2nccs2)nnc1C12CC3CC(CC(C3)C1)C2 | i | i | -23% | 1% | 21
6 | COc1ccc(Cl)cc1NC(=O)CN(C)C(=O)c1ccc2c(c1)CC(c1ccccc1)OC2=O (configuration not stated) | i | -33%[inhibitor] | 23% | 3% | 27
7 | CCN(CCCNC(=O)CCNC(=O)Cn1ccc2ccccc2c1=O)c1ccccc1 | i | i | -13% | -6% | -10
8 | COc1ccccc1Cn1nnc2c(=O)[nH]c(C3CCN(C(=O)c4ccccc4Cl)CC3)nc21 | i | -24%[57.5 µM] | -8% | 0% | 0
9 | COc1cccc(-c2nnc(NC(=O)c3ccc(S(=O)(=O)N4CCOCC4)cc3)o2)c1 | i | -14%[57.5 µM] | 15% | -9% | ?
10 | COc1cccc(C(C)NC(=S)NCc2ccc(F)cc2)c1 (configuration not stated) | i | -23% | 11% | 0% | -5
11 | Cc1ccc(S(=O)(=O)N2CCN(Cc3nc4ccccc4[nH]3)CC2)cc1C | i | i | 7% | 0% | -6
12 | CCn1c(SC)nc2cc(S(=O)(=O)N3CCCCC3)ccc21 | i | -10% | -25% | 0% | -27
13 | CCN(c1cccc(C)c1)S(=O)(=O)c1cc(CN2C(=O)c3cccnc3C2=O)ccc1OC | i | i | 13% | -5% | -11
14 | CC(C)CC(=O)Nc1ccc(F)c(Cl)c1 | i | i | 10% | 2% | 13
15 | CCc1ccc2occ(CC(=O)Nc3c(C(=O)Nc4ccc(Cl)cc4)oc4ccccc34)c2c1 | . | i | 1% | . | .

item | GLP1R inv ag | Abeta yeast res | FUS yeast rescue | GLP-1R agonist
1 | 34% | -25% | -9% | 8%
2 | 3% | 5% | 14% | -1%
3 | -13% | 7% | 26% | -4%
4 | -13% | 14% | 8% | -2%
5 | ? | 11% | 17% | 4%
6 | ? | 3% | . | -18%
7 | ? | 15% | 1% | -14%
8 | 61%[activator] | -5% | 27% | 21%
9 | -25% | 0% | 18% | -9%
10 | ? | ? | 13% | 5%
11 | -7% | 16% | 25% | -9%
12 | 13% | -5% | -17% | -8%
13 | 2% | 2% | 28% | 4%
14 | 6% | 11% | 4% | -3%
15 | ? | 4% | -11% | .

Single records, from the list above. Screens in order: pAkt inh, PTHR1 agonist, TDP-43 yeast inh, aSyn yeast inh, DRD3 antagonist, GLP1R inv ag, Abeta yeast res, FUS yeast rescue, GLP-1R agonist
COc1cccc(C(C)NC(=S)NCc2ccc(F)cc2)c1 (configuration not stated) across the screens: i, -23%, 11%, 0%, -5, ?, ?, 13%, 5%
CC(C)CC(=O)Nc1ccc(F)c(Cl)c1 across the screens: i, i, 10%, 2%, 13, 6%, 11%, 4%, -3%
CCc1ccc2occ(CC(=O)Nc3c(C(=O)Nc4ccc(Cl)cc4)oc4ccccc34)c2c1 across the screens: ., i, 1%, ., ., ?, 4%, -11%, .

The results go on:
item | molecule | pAkt inh | PTHR1 agonist | TDP-43 yeast inh | aSyn yeast inh | DRD3 antagonist
16 | O=C(NCCCc1ccc(F)cc1)C1CCC(=O)N(CCCN2CCCC2=O)C1 (configuration not stated) | i | i | 23% | ? | 5
17 | CC(C(=O)Nc1ccc(S(=O)(=O)N2CCOCC2)cc1)N1CCN(c2ccccn2)CC1 (configuration not stated) | i | -4% | -6% | -8% | 0
18 | Cc1cc(C)cc(NC(=O)CN2C(=O)CSc3ccc(S(=O)(=O)N4CCCC4)cc32)c1 | . | i | 26% | . | .
19 | Cc1cccc(-c2nnc3n2N=C(c2ccccc2)CS3)c1 | i | i | 23% | 0% | ?
20 | COc1ccc(C(=O)NCCc2ccccc2)cc1OC | i | -17% | 13% | -2% | -14
21 | COc1ccccc1NC(=O)CSc1nnc(-c2ccoc2C)n1CC1CCCO1 (configuration not stated) | i | i | 3% | 0% | -5
22 | COc1cc2nc(CN3CCN(S(=O)(=O)c4ccc(Cl)cc4)CC3)[nH]c(=O)c2cc1OC | i | i | 1% | -7% | 6
23 | CCCc1cc(C(=O)Nc2ccc(Cl)cn2)cs1 | i | -92%[inhibitor] | ? | -31%[inhibitor] | -8
24 | CCc1cccc(C)c1NC(=S)N(Cc1cccnc1)Cc1ccco1 | i | -3% | 23% | 4% | 11
25 | CC(=O)OC1CC(C)N(C(=O)c2ccccc2)c2ccc(C)cc21 (configuration not stated) | i | -6%[57.5 µM] | 1% | 10% | -10
26 | CCOc1ccccc1N(C(C)=O)S(=O)(=O)c1ccc(Cl)cc1 | i | -4% | 4% | 4% | -6
27 | CCOC(=O)N1CCN(C(=O)/C(=C/c2ccc(F)cc2)NC(=O)c2ccccc2)CC1 | i | -29% | 16% | 9% | 10
28 | O=[n+]1cc(-c2ccc(F)cc2)n([O-])c2c1CCC2 | i | -24%[57.5 µM] | 11% | 0% | -4
29 | CCCCNC(=O)N1CCN(c2ccccc2OC)CC1 | i | i | -12%[0.397 µM] | 5% | 11
30 | Cc1ccccc1N(CC(=O)N1CCN(c2ccccc2)CC1)S(C)(=O)=O | i | -22% | 0% | -8% | -23

item | GLP1R inv ag | Abeta yeast res | FUS yeast rescue | GLP-1R agonist
16 | 15% | 4% | -35% | -1%
17 | 10% | -3% | 4% | 1%
18 | ? | -11% | 16% | .
19 | 0% | -8% | 13% | 18%
20 | 19% | -2% | -6% | 12%
21 | -11% | 1% | 13% | 4%
22 | -28% | 7% | 9% | 1%
23 | ? | -14% | 7% | -3%
24 | 3% | -7% | . | 1%
25 | 35%[activator] | -7% | 20% | 11%
26 | -20% | 2% | -21% | 0%
27 | -9% | -6% | . | 3%
28 | 1% | 16% | 13% | -4%
29 | 0% | 1% | -2% | 6%
30 | -4% | 2% | 15% | -6%

Continuation.
item | molecule | pAkt inh | PTHR1 agonist | TDP-43 yeast inh | aSyn yeast inh | DRD3 antagonist
31 | COc1cc(S(=O)(=O)N2CCCCCC2)ccc1Cl | i | i | 7% | -1% | -17
32 | Cc1ccc2[nH]c(O)c(N=O)c2c1 | i | -23% | -8% | 1% | 3
33 | Cc1nc2c(cnn2-c2ccccc2)c(=O)[nH]1 | i | -10% | 11% | -5% | -13
34 | COc1ccc(C2=CC(=O)CC(c3ccccc3)C2)cc1 (configuration not stated) | i | -2% | 18µM* | 10% | -9
35 | O=C1C=C(c2ccccc2)C(c2ccccc2)C1O (configuration not stated) | i | -27% | 18% | 17% | 5
36 | Cc1cc(=O)n2nc(N3CCC(C(=O)NCCc4ccc(Cl)cc4)CC3)sc2n1 | i | i | 7% | -3% | -8
37 | O=C(CSc1nnc(COc2ccc(Cl)cc2)n1Cc1ccco1)c1ccccc1F | i | -14% | 0% | 0% | 33
38 | COCCNC(=S)Nc1ccc(S(=O)(=O)Nc2cnc3ccccc3n2)cc1 | i | 0% | 13% | 15% | 3
39 | CCOC(=O)C1CCN(C(=O)c2ccccc2NS(=O)(=O)c2ccccc2)CC1 | i | i | 3% | -3% | -6
40 | COc1ccc(C2SCCN2C(=S)Nc2cccc(Cl)c2)cc1 (configuration not stated) | i | -30% | 18µM* | 19% | ?
41 | CC(C)c1nnc(NC(=O)c2ccc(N3C(=O)CCC3=O)cc2)s1 | i | i | 24% | 2% | 6
42 | CNC(=O)c1cc2c(-c3ccccc3)nn(C)c2s1 | i | -56%[inhibitor] | -8% | -20% | -6
43 | CC[C@H](C)C1OC(=O)[C@@H](C)[C@@H](CC)NC(=O)[C@H](C)N(C)C(=O)C(C)(C)C(=O)C(C)NC(=O)[C@H](Cc2ccc(OC)cc2)N(C)C(=O)[C@H](C(C)C)N(C)C(=O)CNC(=O)[C@H](CC(C)C)N(C)C(=O)CNC1=O (some centres not stated) | i | -10% | -5% | 14% | -11
44 | CC(C)Oc1ccc(S(=O)(=O)N2CCCCC2)cc1NC(=O)CN1C(=O)NC(C)(C2CC2)C1=O (configuration not stated) | i | i | 21% | 1% | ?
45 | CCc1nnc(NC(=O)CSc2nnc(Cc3cc(=O)[nH]c(=O)[nH]3)n2-c2cccc(OC)c2)s1 | i | i | 4% | 9% | 9

item | GLP1R inv ag | Abeta yeast res | FUS yeast rescue | GLP-1R agonist
31 | ? | -11% | 11% | 15%
32 | 59%[activator] | -5% | 9% | 4%
33 | 17% | -17% | 1% | 13%
34 | ? | 20% | 2% | ?
35 | 0% | 12% | . | 3%
36 | 2% | 4% | 31% | -5%
37 | -25% | 20% | 41% | -2%
38 | 10% | -10% | -13% | -1%
39 | -3% | 27% | 13% | -11%
40 | ? | 24% | . | -13%
41 | 9% | 7% | -11% | 0%
42 | 52%[activator] | 0% | 9% | 20%
43 | ? | -14% | ? | -23%
44 | 5% | 11% | 25% | -8%
45 | 15% | 11% | 10% | 0%
